Compound activity: PubChem, Southern Research Specialized Biocontainment Screening Center
H1N1 NS1A inhibition: NS1A inhibition, H1N1 influenza, cell based functional assay (AID 504329); NS1A functional cell-based assay, percent inhibition; higher % means a stronger effect; inhibition, % at 12.5 µM, or IC50 in µM where a hit was titrated; 340,000 tested, 0.3% active; in the data active = a potency from the dose series; inconclusive = inhibition above about 27% without an active follow-up result; also: strong numbers were not always called active
M. tuberculosis: growth inhibition of non-replicating M. tuberculosis (AID 488890); Mycobacterium tuberculosis non-replicating, growth inhibition; higher % means a stronger effect; one-dose inhibition, % at 25 µM; IC50 in µM for titrated hits; 320,000 tested, 0.39% active; in the data active = a potency from the dose series; inconclusive = inhibition mostly from about 82% at the one dose, without a potency; inactive = the rest, 99 in 100 with inhibition below about 76%;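 also: plate controls were DMSO cells for no effect and high antibiotic wells for full effect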
VEEV TC-83 Vero: inhibitors of VEEV TC-83 cytopathic effect, confirmation, Vero cells (AID 588727) | Vero cells, VEEV TC-83 cytopathic effect inhibition; higher % means a stronger effect | inhibition, % at 20 µM, or IC50 in µM where a hit was titrated | 350,000 tested, 0.13% active; in the data active = a potency from the dose series; inconclusive = inhibition mostly from about 14% at the one dose, without a potency; inactive = the rest, 99 in 100 with inhibition below about 12%; also: strong numbers were not always called active
H37Rv inhibition: M. tuberculosis growth inhibition, HTS (AID 449762) | M. tuberculosis H37Rv growth inhibition, 7H9 media; higher % means a stronger effect | inhibition, % at 25 µM, or IC50 in µM where a hit was titrated | 330,000 tested, 0.59% active; in the data active = a potency from the dose series; inconclusive = inhibition above about 70% without an active follow-up result;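 also: bacterial growth assessed after seven days of incubation; strong numbers were not always called active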
PhoP GFP inhibition: PhoP regulon inhibitors, Salmonella typhi PhoP promoter GFP reporter, confirmatory (AID 1850) | 310,000 tested, 0.33% active | one-dose inhibition, % at 50 µM; IC50 in µM for titrated hits | Salmonella Typhi PhoP-promoter GFP reporter, fluorescence, 4 h; higher % means a stronger effect; in the data active = a potency from the dose series; inconclusive = inhibition mostly from about 25% at the one dose, without a potency; inactive = the rest, 99 in 100 with inhibition below about 19%;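 also: 0% = induced wells with vehicle and 100% = uninduced wells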
VEEV TC-83 Vero 10K pilot screen: recorded beside VEEV TC-83 Vero, whose call it bears; inhibition, %; measured here: 10K pilot screen inhibition
Numbers without * were called inactive; i = inactive; ? = inconclusive; . = not tested or not shown; & = joins results of further samples.

SMILES | H1N1 NS1A inhibition | M. tuberculosis | VEEV TC-83 Vero | H37Rv inhibition | PhoP GFP inhibition | others
CC1CC(C)CN(CCCNC(=O)CCNC(=O)Cn2ccc3ccccc3c2=O)C1 (centres undefined) | 8% | 1% | i | 0% | -1% | VEEV TC-83 Vero 10K pilot screen=0.1
CSCCC(NC(=O)c1ccccc1Br)C(=O)NCc1ccc(F)cc1 (centres undefined) | -2% | 21% | i | 5% | -9%
C[C@H](NC(=O)[C@H](Cc1ccccc1)NC(=O)c1cc2cc(Cl)ccc2n1C)C(=O)O | 2% | -16% | 1.3% | -2% | -3%
CCOc1ccc2c(c1)OC(c1ccc(OC)cc1)(C(F)(F)F)NC2=O (centres undefined) | -7% | -5% | 4.3% | 6% | 2%
COC(=O)CNC(=O)CSc1ccccn1 | -1% | -6% | i | -8% | 3%
Cc1cc(OCC(=O)N2CCC(C(N)=O)CC2)c2c3c(c(=O)oc2c1)CCCC3 | -2% | -11% | 3.9% | -7% | 6%
O=c1cc(CSc2nnc(COc3ccccc3)n2-c2ccccc2)c2ccccc2[nH]1 | -4% | 16% | 1.5% | -13% | 1%
COc1ccc(-n2c(SC)nc(O)cc2=O)cc1 | -4% | 13% | i | 0% | 10%
Cc1sc2c(c1C)c(=O)nc1scc(CC(=O)O)n12 | -8% | -4% | 1.5% | -15% | 9%
CN(C)C(CNC(=O)CNC(=O)c1ccc(Br)cc1)c1ccccc1 (centres undefined) | -4% | -6% | 0.6% | 3% | 5%
Cc1cccn2c(=O)c3cc(C#N)c(=NC(=O)c4ccccc4)n(Cc4ccco4)c3nc12 | 7%&6% | -4% | 7.6%&4.6% | -4% | 6%
O=c1c2[nH]c3ccc(F)cc3c2ncn1CCN1CCN(Cc2ccccc2)CC1 | 4% | 19% | 0.8% | -3% | -5%
COc1ccc(C(=O)NCCN2C(=O)S/C(=C\c3cccnc3)C2=O)c(OC)c1OC | 8% | -10% | 0.6% | -4% | -6%
O=C(/C=C/c1ccccc1Cl)Nc1ccc(-c2nnc3n2CCCCC3)cc1 | -7% | 17% | 0.1% | 4% | -3% | VEEV TC-83 Vero 10K pilot screen=0.0
C[C@H](NC(=O)c1[nH]cnc1C(=O)Nc1ccc(Cl)cc1)c1ccccc1 | 4% | ? | 4.9% | 41% | .
O=C(NNC(=S)NCc1ccc(Cl)cc1)c1ccc(Br)o1 | 11% | -2% | 1.3% | 10% | 12%
Cc1cc(NC(=O)/C=C/c2ccc(F)cc2)n(-c2nc3ccccc3[nH]2)n1 | -4% | 42% | 1.6% | -5% | -7%
COc1cccc(OC)c1C(=O)N1CCN(Cc2ccccc2C)CC1 | 1% | -3% | 1.0% | -3% | -2%
CC(=O)Oc1ccccc1C1OC(=O)c2ccccc2N1C(C)=O (centres undefined) | -4% | 0% | 1.1% | 4% | -8%
O=C(Nc1ccc(F)cc1F)NC1CCN(Cc2c(F)cccc2Cl)CC1 | -17% | 5% | 0.7% | 1% | -6%

The list goes on; the last 4 above are carried over.
SMILES | H1N1 NS1A inhibition | M. tuberculosis | VEEV TC-83 Vero | H37Rv inhibition | PhoP GFP inhibition | others
Cc1cc(NC(=O)/C=C/c2ccc(F)cc2)n(-c2nc3ccccc3[nH]2)n1 | -4% | 42% | 1.6% | -5% | -7%
COc1cccc(OC)c1C(=O)N1CCN(Cc2ccccc2C)CC1 | 1% | -3% | 1.0% | -3% | -2%
CC(=O)Oc1ccccc1C1OC(=O)c2ccccc2N1C(C)=O (centres undefined) | -4% | 0% | 1.1% | 4% | -8%
O=C(Nc1ccc(F)cc1F)NC1CCN(Cc2c(F)cccc2Cl)CC1 | -17% | 5% | 0.7% | 1% | -6%
CCC(=O)Nc1ccc(NCc2cccs2)cc1 | -1% | 38% | 1.0% | -1% | -5%
O=C(c1ccc(-c2ccccc2Cl)o1)N1CCC1 | -7% | . | 9.6% | . | .
Cc1c([N+](=O)[O-])cc(C(=O)N2CCOCC2)cc1[N+](=O)[O-] | -4% | -7% | 0.6% | -1% | 1%
CC1C(=O)N2CCCc3cc(NS(C)(=O)=O)cc1c32 (centres undefined) | -3% | -17% | 1.2% | 8% | -7%
COc1cc(C2C3=C(COC3=O)OC(C)(C)Oc3cc4c(cc32)OCO4)cc(OC)c1OC (centres undefined) | 10% | . | 13% | . | .
Cc1ccc(N2CC(C)Cn3c2nc2c3c(=O)[nH]c(=O)n2C)cc1 (centres undefined) | 3% | . | 0.9% | . | .
CC1(C)CC(NC(=O)COc2cc3oc(=O)c4c(c3cc2Cl)CCC4)CC(C)(C)N1 | 8% | 31% | i | 4% | 10%
COc1cccc(NC(=O)N2C3CCCC2CC(NC(C)=O)C3)c1 (centres undefined) | 15% | -13% | 3.0% | 3% | 1%
O=C1CSc2ccc(C(=O)O)cc2N1 | -2% | 0% | 1.8% | 10% | 3%
Cc1ccc(C[n+]2cccc(-c3ccccc3)c2)c(C)c1 | -2% | 9% | i | 1% | 9%
COc1cc(CN2C(=O)C(NC(=O)c3ccco3)(C(F)(F)F)C3=C2CC(C)(C)CC3=O)cc(OC)c1 (centres undefined) | 6% | 3% | i | -7% | -1%
CN(C)c1ccc(/C=N/N2CCN(c3ccccn3)CC2)cc1 | 4% | -14% | i | -3% | -6%
CCNS(=O)(=O)c1ccc(CCC(=O)NCc2ccccc2)cc1 | -10% | -9% | 0.9% | -3% | 3%
O=C1NC(=O)N(c2cccc(F)c2)C(=O)/C1=C/c1ccc(N2CCOCC2)cc1 | -17% | -15% | i | -11% | -8%
Cc1cc(C(=O)COC(=O)c2ccc(N)c([N+](=O)[O-])c2)c(C)n1Cc1ccc2c(c1)OCO2 | 1% | 0% | 2.9% | 3% | -2%
CCCn1c(NC(=O)c2cccc(C)c2C)nc2ccccc21 | -14% | ? | 4.7% | ? | 2%
CCOc1ccc(C(F)(F)F)cc1NC(=O)COc1ccc(C(F)(F)F)cc1[N+](=O)[O-] | 8% | -13% | 0.7% | 2% | -2%
CSCCC(NS(=O)(=O)c1ccc(Cl)cc1)C(=O)OCC(=O)N1CCCc2ccccc21 (centres undefined) | 10% | 48% | i | 7% | -4%
CC(C)[C@H]1C(=O)Nc2ccccc2N1C(=O)N[C@@H](Cc1ccccc1)C(=O)N[C@H](C(=O)O)c1ccccc1 | -4% | -13% | 1.0% | -2% | -2%
COc1ccc(NS(=O)(=O)c2cccs2)cc1S(=O)(=O)N1CCCCC1 | -10% | 9% | 4.9% | 6% | -4%
O=C(NCc1cccnc1)c1ccc(Cl)c(S(=O)(=O)N2CCOCC2)c1 | -6% | -12% | i | -1% | -6%
COc1cc(-c2nnc3n2N=C(c2ccccc2)CS3)cc(OC)c1OC | 9% | 11% | 6.3% | 4% | -11%
Cc1cccc(Sc2c([N+](=O)[O-])ncn2C)c1 | -4% | . | i | -9% | 0%
Cc1ccc(S(=O)(=O)N2C[C@@H]3[C@H]4CC[C@H](C4)[C@@H]3[C@@H](C)[C@@H]2c2ccn(Cc3ccccc3)c2)cc1 | 1% | . | i | . | .
O=C(CC(c1ccccc1)c1ccccc1)Nc1nn[nH]n1 | -2% | 21% | 1.6% | -4% | -1%
Cc1nc(N2CCN(Cc3ccccc3)CC2)nc2c1C(=O)CC(C)C2 (centres undefined) | 7% | 14% | 0.1% | 4% | -9%
Cc1ccc(N(CCO)C(=S)Nc2ccccc2)cc1 | -9% | -8% | 0.1% | 5% | -8%
CN(C)CCCn1c(=O)n(Cc2ccco2)c(=O)c2c3c(sc21)CCCCC3 | 5% | 46% | i | -9% | 0%
Clc1ccc2nc(-c3ccncc3)cc(-c3ccccc3)c2c1 | -5% | -6% | 1.3% | 4% | -6%
CCN(CC)CCNC(=O)c1ccccc1N | -11% | -9% | 0.1% | -8% | 5%
COc1cccc(N2C(=O)CN(Cc3cc(OC)c(OC)c(OC)c3)C2=S)c1 | -28% | 13% | 1.6% | -5% | 1%
CCc1ccc(OCC(=O)OCC(=O)NCCNC(=O)COC(=O)COc2ccc(CC)cc2)cc1 | 19% | 20% | 1.3% | 1% | -3%
Nc1cccc2cc(S(=O)(=O)O)ccc12 | 1% | . | 3.7% | . | .
CC(C)(C)NC(=S)NC1CC1 | -19% | -7% | 1.1% | -1% | 2%
C=CCOc1ccc(/C=C/C(=O)OCC(=O)NC(C)c2ccc(F)cc2)cc1 (centres undefined) | 8% | 10% | 0.6% | 49% | -6%
Cc1cc(C)cc(N(C(C)C(=O)N2CCCCC2)S(C)(=O)=O)c1 (centres undefined) | -8% | -6% | i | -3% | 0%
CS(=O)(=O)N1CCc2cc(C(=O)Nc3ccc(Cl)cc3)ccc21 | 3% | -6% | 0.4% | -12% | 7%
c1csc(-c2nc(NCC3CCCO3)c3ccccc3n2)c1 (centres undefined) | -2% | 13% | 2.3% | 4% | -3%
O=C(Nc1cc2c3c(c1)CC(=O)N3CCC2)c1ccc(Br)cc1 | -4% | 67% | 10% | ? | 3%
CCOC(=O)CN(C(=O)COC(=O)C1(c2ccccc2)CC1)c1ccc(F)cc1 | 0% | 5% | 1.0% | 3% | 5%

3 successive compounds from above:
SMILES | H1N1 NS1A inhibition | M. tuberculosis | VEEV TC-83 Vero | H37Rv inhibition | PhoP GFP inhibition | others
O=C(NCc1cccnc1)c1ccc(Cl)c(S(=O)(=O)N2CCOCC2)c1 | -6% | -12% | i | -1% | -6%
COc1cc(-c2nnc3n2N=C(c2ccccc2)CS3)cc(OC)c1OC | 9% | 11% | 6.3% | 4% | -11%
Cc1cccc(Sc2c([N+](=O)[O-])ncn2C)c1 | -4% | . | i | -9% | 0%

Going on with the list.
SMILES | H1N1 NS1A inhibition | M. tuberculosis | VEEV TC-83 Vero | H37Rv inhibition | PhoP GFP inhibition | others
CC(=O)c1sc(Nc2nc3cc4c(cc3s2)OCO4)nc1C | -3% | . | 4.2% | . | .
COc1ccc2[nH]c(C(=O)NCCCn3ccnc3)cc2c1 | 3% | 3% | 0.0% | -2% | -3%
COc1ccc(OC)c(-c2csc(NC(=O)C3COc4ccccc4O3)n2)c1 (centres undefined) | -1% | -11% | 10% | 54% | 0%
CN(Cc1nc2ccccc2n1C)S(=O)(=O)c1ccc(Cl)cc1 | 2% | -13% | 0.0% | -2% | 9%
Cc1ccnc(NS(=O)(=O)c2ccc(N3C(=O)c4ccccc4C3=O)cc2)n1 | 2% | -20% | 0.3% | -5% | -12%
Cc1cccc(OC(=O)c2cccnc2)c1C | -9% | ? | 1.1% | 4% | 1%
CC(=O)NC(CC(=O)OCC(=O)Nc1cc(S(=O)(=O)N2CCCCC2)ccc1C)c1ccccc1 (centres undefined) | -6% | 14% | 1.4% | 1% | .
OC(CN1CCC(Cc2ccccc2)CC1)c1ccccc1 (centres undefined) | 23% | -10% | 0.3% | 2% | -4%
COc1cc(/C=N/Nc2cccc(C)c2)ccc1OC(=O)c1ccco1 | 23% | ? | 2.9% | 2% | 2%
O=[N+]([O-])c1cc(-c2nc(-c3ccncc3)no2)ccc1Cl | 4% | 16% | 0.1% | 1% | -5%
COc1ccccc1N1CCN(C(=O)C(C)N(c2ccccc2)S(C)(=O)=O)CC1 (centres undefined) | 2% | -2% | 0.3% | -9% | 1%
CCN(CC)C(=O)OCc1c(-c2ccccc2)ncc2ccccc12 | 12% | 45% | 0.6% | 2% | .
CC(C)(C)OC(=O)CNC(=O)c1[nH]cnc1C(=O)NC(c1ccccc1)c1ccccc1 | -27% | 74% | 7.4% | 6% | 12%
CSCCC(NS(=O)(=O)c1ccc(Cl)cc1)C(=O)OCC(=O)NC1CCCCC1 (centres undefined) | -3% | 14% | 0.7% | 1% | 10%
COc1ccc(CNCc2cc(OC)ccc2OC)cc1 | -2% | -12% | i | 4% | 1%
c1ccc(-n2ncc3c(NC4CCCCCC4)ncnc32)cc1 | -5% | . | 8.1% | 2% | -11%
S=C(NCC1CCCO1)N1CCN(c2ccccc2)CC1 (centres undefined) | 1% | 20% | 0.7% | -5% | -3%
COc1ccccc1C(=O)CC(=O)C(=O)Nc1cccc([N+](=O)[O-])c1C | -11% | 36% | i | 8% | 0%
COc1ccc(C(=O)N2CCC(C(=O)N3CCN(Cc4ccccc4)CC3)CC2)cc1 | 0% | -6% | 0.4% | -2% | -6%
C/C(=N\NC(=O)C(=O)Nc1c(C)n(C)n(-c2ccccc2)c1=O)c1ccncc1 | -2% | -7% | i | -16% | 14%
CCc1nc2ccccc2c(C(=O)OCC(=O)NCc2ccc3c(c2)OCO3)c1C | 3% | -3% | 10% | 67% | -10%
CCN(CC(=O)Nc1c(F)cccc1F)C(=O)CCC(=O)c1ccc(F)cc1 | -12% | -6% | 8.0% | -6% | -3%
